Screening data (PubChem)
CHRM4 agonist: agonists of human muscarinic M4 receptor (CHRM4); 360,000 tested, 0.14% active; CHO-K1 hM4/Gqi5, Fluo-8 calcium fluorescence; vehicle 0%, full acetylcholine response 100%; P08173; activation, % at 3 µM;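 active means activation above the run mean over all test wells plus 3 SD, cut at about 32% in these data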;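 further: peak over basal fluorescence ratio per well then scaled between controls; 0% = DMSO wells and 100% = acetylcholine at EC100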
Target sequence (P08173 whole entry, looked up): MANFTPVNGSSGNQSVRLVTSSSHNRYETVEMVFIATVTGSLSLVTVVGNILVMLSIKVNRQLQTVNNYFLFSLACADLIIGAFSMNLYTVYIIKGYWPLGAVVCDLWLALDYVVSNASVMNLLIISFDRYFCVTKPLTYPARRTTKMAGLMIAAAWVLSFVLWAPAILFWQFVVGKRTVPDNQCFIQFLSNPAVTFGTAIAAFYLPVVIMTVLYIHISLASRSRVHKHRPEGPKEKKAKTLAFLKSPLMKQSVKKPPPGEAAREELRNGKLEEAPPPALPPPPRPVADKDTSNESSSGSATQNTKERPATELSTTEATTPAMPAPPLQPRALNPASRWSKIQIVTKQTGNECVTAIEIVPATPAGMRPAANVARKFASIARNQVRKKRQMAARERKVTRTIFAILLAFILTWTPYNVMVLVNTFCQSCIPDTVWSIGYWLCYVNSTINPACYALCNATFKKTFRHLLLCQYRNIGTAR
CHRM1 agonist: human M1 muscarinic receptor agonism; P11229; CHO-K1 hM1, Fluo-8 calcium fluorescence, agonist mode; 0% DMSO, 100% acetylcholine EC100; activation, % at 3 µM; 360,000 tested, 0.33% active; AID 588814;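 active means activation above the run's mean compound activation plus 3 SD, cut at about 16% in these data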;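 further: peak over basal fluorescence ratio within a 140 s kinetic read after compound addition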
CHRM4 antagonist: antagonists of human muscarinic M4 receptor (CHRM4). 360,000 tested, 0.73% active. CHO-hM4 cells, ACh EC80, Fluo-8 calcium fluorescence. inhibition, % at 3 µM. P08173. AID 624125;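 active means inhibition above its plate's cutoff, the mean inhibition of sample wells plus 3 SD, cut at about 27% in these data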;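 further: 0% = acetylcholine EC80 with DMSO and 100% = DMSO without agonist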
CHO-K1 Ca antag: nonselective inhibitor or artifact in parental CHO-K1 cells | ATP-induced calcium, Fluo-8 fluorescence | 360,000 tested, 0.6% active | AID 602250 | inhibition, % at 3 µM;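 active means inhibition above a per-plate cutoff, the plate's mean sample inhibition plus 3 SD, cut at about 24% in these data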;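 further: 0% = DMSO plus EC80 ATP and 100% = DMSO alone without ATP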
OXTR potentiator: potentiates the human oxytocin receptor response | 320,000 tested, 0.061% active | CHO-OTR cells, Fluo-8 calcium fluorescence, potentiator mode; 0% = oxytocin EC15, 100% = EC100 | P30559 | activation, % at 3 µM;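 active means activation above that plate's cutoff, the mean activation of tested compounds plus 3 SD, cut at about 6.6% in these data, passing the limit was not always enough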;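 further: 100% uses oxytocin at 75 nM as the full agonist control; some results filed as inactive read as strong as hits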
Target sequence (P30559 whole entry, looked up): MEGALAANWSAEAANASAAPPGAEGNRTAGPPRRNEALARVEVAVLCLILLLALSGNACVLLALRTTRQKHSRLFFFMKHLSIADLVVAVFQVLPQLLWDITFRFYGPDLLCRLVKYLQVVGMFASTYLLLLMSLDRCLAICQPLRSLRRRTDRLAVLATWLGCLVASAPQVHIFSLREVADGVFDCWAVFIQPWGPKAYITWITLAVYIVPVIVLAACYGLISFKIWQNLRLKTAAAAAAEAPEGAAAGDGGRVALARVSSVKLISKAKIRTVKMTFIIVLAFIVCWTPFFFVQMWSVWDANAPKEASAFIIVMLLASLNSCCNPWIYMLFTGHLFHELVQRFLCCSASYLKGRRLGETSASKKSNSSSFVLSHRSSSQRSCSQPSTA
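Assay system: CHO-OTR cells, human receptor / Also added: oxytocin at about EC15, sub-maximal agonist stimulus / Dosing: single dose, 3.0 µM nominal final compound concentration / Incubation: 6 min pre-incubation, 100 s read / Technique: Fluo-8 calcium dye fluorescence / Read-out: % activation vs EC15 and EC100 oxytocin / Benchmarks: EC15 oxytocin low, 75 nM oxytocin high / Replicates: singlicate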
M1 PAM: human CHRM1 positive allosteric modulation; P11229; CHO-K1 hM1, Fluo-8 calcium fluorescence, ACh EC20; 0% = ACh EC20, 100% = maximal ACh; activation, % at 3 µM; 360,000 tested, 0.088% active; in the data active means activation above about 19%, passing the limit was not always enough
M1 antag: human CHRM1 antagonism | P11229 | CHO-K1 hM1, Fluo-8 calcium fluorescence, ACh EC80 antagonist | inhibition, % at 3 µM | 360,000 tested, 1.3% active;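 active means percent inhibition above its own plate's cutoff, namely the mean of that plate's compound wells plus 3 SD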;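 further: peak over basal fluorescence ratio during 140 s after agonist addition; 0% = ACh EC80 plus DMSO and 100% = DMSO alone without agonist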
CHO parental Ca: counter-screen: ATP calcium response change in parental CHO cells | parental CHO-K1, ATP-induced calcium, Fluo-8 fluorescence | inhibition, % at 5.6 µM | 330,000 tested, 0.63% active | AID 463079;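 active means inhibition above that plate's mean sample inhibition plus 3 SD, cut at about 26% in these data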;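 further: 0% = ATP-challenged DMSO wells and 100% = DMSO wells without ATP; some compounds past the cut are filed as inactive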
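Material – parental CHO cells · Reagent – ATP stimulus · Compound – single nominal dose of 5.6 µM per compound · Detection – Fluo-8 fluorescence · Read-out basis – percent inhibition of calcium signal · Controls – ATP-challenged DMSO wells low, unchallenged DMSO wells high · Repeats – no replicates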
M1 ag parental: M1 agonist counterscreen hit in parental CHO-K1 cells; Fluo-8 calcium fluorescence; scaled to maximal ATP response, vehicle zero; activation, % at 3 µM; 360,000 tested, 0.48% active; AID 602248; in the data active means activation above about 15%;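 further: untransfected CHO-K1 host cells lacking M1 receptor as counterscreen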
Starred values were filed as active, the others as inactive; / = not tested or not shown.

SMILES	CHRM4 agonist	CHRM1 agonist	CHRM4 antagonist	CHO-K1 Ca antag	OXTR potentiator	M1 PAM	M1 antag	CHO parental Ca	M1 ag parental
CCn1c(SCC(=O)c2ccc(O)c(O)c2)nnc1-c1ccccc1OC	2	-3	-3	-7	-12	2	-8	-7	0.9
Cc1cc(C)cc(C(=O)NCC(=O)OCC(=O)c2cc(C)n(CC(F)(F)F)c2C)c1	2	-7	-12	-3	2	3	-8	-15	0.2
COC(=O)c1cc(OC)c(OC)cc1NC(=S)Nc1cc(Cl)ccc1OC	0	-2	3	-9	-5	-2	-5	-7	0.5
Cc1ccccc1COC[C@H](CC(C)C)N1CCN(C(=O)c2cccc(C(F)(F)F)c2)CCC1=O	3	-3	-6	-16	-9	3	0	-16	0.1
O=C(COc1ccccc1)Nc1cccc(-c2cn3cccnc3n2)c1	8	0	2	2	-6	4	6	-4	2.2
Cc1cc(C)n2c(SC(C)C(=O)NC3(C#N)CCCCC3)nnc2n1 (stereo unspecified)	2	-2	7	-16	1	8	-6	-13	0.3
Cc1ccc(-n2nc3c(c2NC(=O)c2ccc(OC(C)C)cc2)CS(=O)C3)cc1 (stereo unspecified)	0	-2	-2	-7	-13	7	-30	-12	0.0
COc1ccc(CN2CCNC(=O)C2CC(=O)N(C)CC2CCOCC2)cc1C (stereo unspecified)	1	-2	-15	0	/	-2	14	/	0.1
Cc1cc(S(=O)(=O)NCc2ccc3c(c2)OCO3)ccc1F	0	-6	9	-7	-5	4	-5	-4	2.0
COc1cccc(C(CC(=O)NCC2CCCO2)NS(=O)(=O)c2ccc(C)cc2)c1OC (stereo unspecified)	1	-3	11	-13	/	6	-22	/	0.8
Cc1cc(NC(=O)CCN2C(=O)c3ccccc3C2=O)no1	1	-4	-2	-1	4	9	-6	4	0.6
Fc1ccccc1CNC(=S)Nc1ccc(Cl)cc1	10	-5	4	7	-9	-8	12	-3	11
COc1cc(OC)c(/C=N/NC(=O)c2ccc([N+](=O)[O-])cc2)cc1Br	-1	-2	2	-7	5	7	-4	0	-0.2
NC(=O)c1cccc(C(N)=O)n1	0	-2	-3	-9	-1	-1	6	-6	-0.4
FC(F)(F)c1cnc2c(-c3ccccc3)n[nH]c2c1	1	-8	15	4	/	-5	3	/	0.2
O=C(NCCCN1CCCC1=O)C(=O)NCC1OCCN1S(=O)(=O)c1cc(F)ccc1F (stereo unspecified)	1	-2	-14	-4	/	8	-19	/	0.8
CCOC(=O)c1cn(Cc2cccc(Cl)c2)c2cc(C)nn2c1=O	1	-4	-8	-2	-1	1	-4	-11	0.2
CCCCn1cnc2c(SCc3ccc(Cl)cc3)nc(N)nc21	6	0	-4	-14	/	-1	5	/	3.2
Nc1c(C(O)(C(F)(F)F)C(F)(F)F)cc(C(O)(C(F)(F)F)C(F)(F)F)c2ccccc12	1	-2	7	10	-15	5	-17	7	2.9
CCCc1cc(=O)[nH]c(SCC(=O)c2ccc(S(=O)(=O)N3CCCC3)cc2)n1	11	-3	-7	-9	-18	-13	22	-8	2.7
CC(C)NC(=O)c1ccc2c3n(nc2c1)-c1ccccc1CO3	2	-4	4	-5	-16	1	5	-20	0.3
CC(=O)c1c(Nc2cccc(F)c2)oc(C)cc1=O	0	-1	18	8	-5	3	9	12	-0.1
O=C1CCN(Cc2ccccc2)N1	0	-1	2	-12	-15	19	-21	-18	-0.5
Cc1c(/C=N\NC(=O)c2csc3ccccc23)cnn1C	5	0	-7	-12	-3	19	-45	-23	0.1
O=S(=O)(c1ccc2c(c1)oc1ccccc12)N1CCOCC1	1	-1	-7	-4	-14	10	-2	-15	0.0
Cn1c(=O)c2c(nc(CN3CCN(C(=O)c4ccco4)CC3)n2CC(N)=O)n(C)c1=O	0	1	-3	-17	3	17	-19	-3	0.7
COC(=O)[C@@]1(Cc2ccc(F)cc2)[C@H]2c3cc(C(=O)N(C)C)n(C)c3C[C@H]2CN1C(=O)c1ccccc1	2	/	6	-4	/	/	/	/	2.3
CCc1nnc(NC(=O)Cc2ccc(OC)cc2)s1	-2	-2	-6	-7	-8	7	-12	-10	0.3
NC(=O)c1cc2cc(Cl)ccc2oc1=Nc1cccc(C(F)(F)F)c1	0	-2	2	-1	-3	3	3	8	-0.1
CCC(C)(C)N1CC(=O)N(Cc2ccccc2)C(c2ccc(OC)cc2)C1=O (stereo unspecified)	5	-6	-16	-6	-6	6	-19	-15	2.2
O=C(COC(=O)C1=COCCO1)NC1CCCCC1	0	2	-3	-3	-4	7	-21	3	0.4
Fc1ccc(-c2cc(-c3ccccc3)nc(-n3cccn3)n2)cc1	2	-4	12	-3	-2	-13	0	-36	0.6
COc1ccc2oc(C(=O)OCC(=O)Nc3cccc(S(=O)(=O)N4CCOCC4)c3)c(C)c2c1	11	1	-6	16	-16	-3	5	19	7.9
Cc1ccccc1NC(=O)CC1S/C(=N/c2nccs2)N(C)C1=O (stereo unspecified)	1	-2	-1	-11	-17	1	-1	-12	0.9
COC(=O)c1ccc(NC(=O)c2cccc(NC(=O)c3ccccc3)c2)cc1	4	-1	-14	-1	-7	1	-4	-11	1.3
CC1(C(=O)NCc2ccc3c(c2)OCO3)CCN1C(=O)Cc1cccc2ccccc12 (stereo unspecified)	6	-5	-4	-21	/	6	-14	/	4.3
CCOc1ccc(NC(=O)CN(C)C(=O)CCc2nc3ccccc3c(=O)[nH]2)cc1OCC	0	-3	7	-12	/	-5	-3	/	0.9
COc1ccc(C(CNC(=O)c2ccc3c(c2)C(=O)N(CCC(C)C)C3=O)N2CCOCC2)cc1 (stereo unspecified)	2	-5	-18	-11	-8	-4	-4	-34	0.7
Cc1nc(Nc2ccccc2)sc1C(=O)Nc1ccccc1	10	-3	-5	6	-11	-5	15	-2	5.2
CCOC(=O)C1=C(COC(=O)C2CC(=O)N(c3ccccc3F)C2)NC(=O)NC1C (stereo unspecified)	0	-1	0	10	7	6	-2	-2	0.2

Complete entries as entered above. Order of values: CHRM4 agonist | CHRM1 agonist | CHRM4 antagonist | CHO-K1 Ca antag | OXTR potentiator | M1 PAM | M1 antag | CHO parental Ca | M1 ag parental
O=C(COc1ccccc1)Nc1cccc(-c2cn3cccnc3n2)c1 is listed as 8 | 0 | 2 | 2 | -6 | 4 | 6 | -4 | 2.2
CCOC(=O)c1cn(Cc2cccc(Cl)c2)c2cc(C)nn2c1=O is listed as 1 | -4 | -8 | -2 | -1 | 1 | -4 | -11 | 0.2

Later entries
SMILES	CHRM4 agonist	CHRM1 agonist	CHRM4 antagonist	CHO-K1 Ca antag	OXTR potentiator	M1 PAM	M1 antag	CHO parental Ca	M1 ag parental
CC1(C)CC(NNCCC#N)=CC(=[N+]2CCCC2)C1	7	-9	-2	-6	-7	1	0	-5	6.2
COc1cc(/C=N/n2cnnc2)ccc1OCc1ccccc1	1	-4	15	24	0	8	0	-5	0.0
Cc1cccc2sc(N(CCN(C)C)C(=O)c3cc(Cl)sc3Cl)nc12	-1	-1	-19	-10	1	-13	6	-2	0.2
CCOC(=O)CC(=O)CSc1nc(N)c(C#N)c(-c2ccc(F)cc2)c1C#N	3	-5	10	-11	-4	1	5	0	1.6
O=C(C(c1ccccc1)c1ccccc1)N1CCCc2ccccc21	-2	-6	-4	-11	-13	-1	-26	-3	-0.4
C=CCc1cc(S(=O)(=O)c2ccc(O)c(CC=C)c2)ccc1O	0	-4	8	1	-18	3	3	-6	0.8
CC(C)C(=O)N1CCN(c2ccc(NC(=O)c3ccco3)cc2Cl)CC1	20	-4	0	-13	-9	0	-2	-10	8.1
O=C(Nc1ccc(C2CC2(Cl)Cl)cc1)c1cccc([N+](=O)[O-])c1 (stereo unspecified)	11	-2	12	4	-23	-13	28	47*	11
COc1ccc(S(=O)(=O)Cc2ccc(C(=O)N3CCN(c4cccc(C)c4)C(C)C3)o2)cc1 (stereo unspecified)	17	-2	3	-4	-8	-10	0	-4	7.7
CC(C)(C)CC(=O)NC(=S)NCCc1ccccc1	-1	-9	-5	-19	11	3	0	-14	-0.4
Cc1cc(NC(=O)CSCc2ccccc2)no1	0	-8	4	15	-6	4	-6	-9	9.4
O=C(NNC(=O)c1cccs1)c1ccccn1	0	-2	4	1	/	-5	7	/	0.7
COc1ccc(N/C=C/C(=O)C(F)(F)F)cc1	0	-6	5	-1	-4	9	-6	-3	1.9
CCOC(=O)CN1CC23C=CC(O2)C(C(=O)NCc2ccccc2OC)C3C1=O (stereo unspecified)	0	-3	0	2	7	-9	3	-12	0.6
CCN(CC)C(=O)[C@H]1C[C@H](CC(=O)NCCc2ccccn2)C(=O)N2CCc3c([nH]c4ccc(Cl)cc34)[C@]12C	1	-7	-13	-10	/	6	-10	-31	-0.4
COc1ccc(OC)c(NC(=O)Nc2ccc3c(c2)OCO3)c1	1	-4	7	-5	-5	12	-10	-5	-0.1
Cc1ccc(S(=O)(=O)NC(C)(C)CN2CCC(Cc3ccccc3)CC2)cc1	3	-4	5	-4	-9	-15	16	10	5.4
O=C1NC(=Nc2ccc(F)cc2)SC1Cc1ccc(F)cc1 (stereo unspecified)	0	1	0	3	-8	10	-1	-28	15
O=C(O)c1cc2c(N3CCC(Cc4ccccc4)CC3)ncnc2s1	1	6	10	5	2	5	4	-17	-0.1
c1ccc(CSc2nnc(-c3c[nH]c4ccccc34)o2)cc1	2	-3	6	-6	-11	2	-17	-1	1.0

3 compounds already listed, arranged by the value under CHRM1 agonist, falling.
Compound,CHRM1 agonist
O=C(O)c1cc2c(N3CCC(Cc4ccccc4)CC3)ncnc2s1,6
c1ccc(CSc2nnc(-c3c[nH]c4ccccc34)o2)cc1,-3
CC1(C)CC(NNCCC#N)=CC(=[N+]2CCCC2)C1,-9

Later entries.
SMILES	CHRM4 agonist	CHRM1 agonist	CHRM4 antagonist	CHO-K1 Ca antag	OXTR potentiator	M1 PAM	M1 antag	CHO parental Ca	M1 ag parental
COc1ccc(OCC2CNC(=O)O2)cc1 (stereo unspecified)	0	-10	5	-1	-8	7	-13	-13	1.1
CCOc1ccc(C(C(=O)NC2CCCC2)N(Cc2ccccc2)C(=O)c2nsc(Cl)c2Cl)cc1 (stereo unspecified)	-1	-8	4	16	-7	-17	23	23	0.5
Cc1c2cnn(CC(=O)NC3CCCC3)c(=O)c2c(C)n1Cc1ccccc1	3	23*	7	-4	-6	9	-7	2	3.6
O=C(NCCC1=CCCCC1)C1CCCN(S(=O)(=O)c2cnc[nH]2)C1 (stereo unspecified)	1	-4	11	9	-2	3	4	-14	-0.2
CC(CNC(=O)COc1ccc2c(c1)OCO2)c1ccccc1 (stereo unspecified)	0	-5	7	-19	-2	3	0	-9	0.7
Cc1ccc(CNC(=O)c2ccc(S(=O)(=O)Nc3c(C)n(C)n(-c4ccccc4)c3=O)cc2)cc1	2	-1	-1	-18	-2	10	-14	-22	1.0
O=C(NNc1ccc([N+](=O)[O-])cc1)C1C2CCCCC21 (stereo unspecified)	1	-8	2	3	-5	11	-15	-5	0.5
O=C(CSc1nc2ccccc2c(=O)n1Cc1ccccc1)Nc1ccc(Br)cc1C(=O)O	0	-3	4	-19	-6	3	-5	-4	0.4
CCOc1ccc(Cl)cc1-c1cc(C(=O)Nc2ccc(C(C)C)cc2)[nH]n1	0	-5	-15	-17	/	-8	-4	/	0.6
